Cav32 inh: inhibitors of human Cav3.2 T-type calcium channel; B-score at 10 µM; 100,000 compounds, 4% hits; Cav3.2-expressing cells, Fluo-4 calcium fluorescence FDSS; active compounds read low;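 active means single-dose well whose peak fluorescence ratio is a statistical outlier from its plate by either plate-standardised score or position-corrected B-score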
Target sequence (O95180 whole entry, looked up): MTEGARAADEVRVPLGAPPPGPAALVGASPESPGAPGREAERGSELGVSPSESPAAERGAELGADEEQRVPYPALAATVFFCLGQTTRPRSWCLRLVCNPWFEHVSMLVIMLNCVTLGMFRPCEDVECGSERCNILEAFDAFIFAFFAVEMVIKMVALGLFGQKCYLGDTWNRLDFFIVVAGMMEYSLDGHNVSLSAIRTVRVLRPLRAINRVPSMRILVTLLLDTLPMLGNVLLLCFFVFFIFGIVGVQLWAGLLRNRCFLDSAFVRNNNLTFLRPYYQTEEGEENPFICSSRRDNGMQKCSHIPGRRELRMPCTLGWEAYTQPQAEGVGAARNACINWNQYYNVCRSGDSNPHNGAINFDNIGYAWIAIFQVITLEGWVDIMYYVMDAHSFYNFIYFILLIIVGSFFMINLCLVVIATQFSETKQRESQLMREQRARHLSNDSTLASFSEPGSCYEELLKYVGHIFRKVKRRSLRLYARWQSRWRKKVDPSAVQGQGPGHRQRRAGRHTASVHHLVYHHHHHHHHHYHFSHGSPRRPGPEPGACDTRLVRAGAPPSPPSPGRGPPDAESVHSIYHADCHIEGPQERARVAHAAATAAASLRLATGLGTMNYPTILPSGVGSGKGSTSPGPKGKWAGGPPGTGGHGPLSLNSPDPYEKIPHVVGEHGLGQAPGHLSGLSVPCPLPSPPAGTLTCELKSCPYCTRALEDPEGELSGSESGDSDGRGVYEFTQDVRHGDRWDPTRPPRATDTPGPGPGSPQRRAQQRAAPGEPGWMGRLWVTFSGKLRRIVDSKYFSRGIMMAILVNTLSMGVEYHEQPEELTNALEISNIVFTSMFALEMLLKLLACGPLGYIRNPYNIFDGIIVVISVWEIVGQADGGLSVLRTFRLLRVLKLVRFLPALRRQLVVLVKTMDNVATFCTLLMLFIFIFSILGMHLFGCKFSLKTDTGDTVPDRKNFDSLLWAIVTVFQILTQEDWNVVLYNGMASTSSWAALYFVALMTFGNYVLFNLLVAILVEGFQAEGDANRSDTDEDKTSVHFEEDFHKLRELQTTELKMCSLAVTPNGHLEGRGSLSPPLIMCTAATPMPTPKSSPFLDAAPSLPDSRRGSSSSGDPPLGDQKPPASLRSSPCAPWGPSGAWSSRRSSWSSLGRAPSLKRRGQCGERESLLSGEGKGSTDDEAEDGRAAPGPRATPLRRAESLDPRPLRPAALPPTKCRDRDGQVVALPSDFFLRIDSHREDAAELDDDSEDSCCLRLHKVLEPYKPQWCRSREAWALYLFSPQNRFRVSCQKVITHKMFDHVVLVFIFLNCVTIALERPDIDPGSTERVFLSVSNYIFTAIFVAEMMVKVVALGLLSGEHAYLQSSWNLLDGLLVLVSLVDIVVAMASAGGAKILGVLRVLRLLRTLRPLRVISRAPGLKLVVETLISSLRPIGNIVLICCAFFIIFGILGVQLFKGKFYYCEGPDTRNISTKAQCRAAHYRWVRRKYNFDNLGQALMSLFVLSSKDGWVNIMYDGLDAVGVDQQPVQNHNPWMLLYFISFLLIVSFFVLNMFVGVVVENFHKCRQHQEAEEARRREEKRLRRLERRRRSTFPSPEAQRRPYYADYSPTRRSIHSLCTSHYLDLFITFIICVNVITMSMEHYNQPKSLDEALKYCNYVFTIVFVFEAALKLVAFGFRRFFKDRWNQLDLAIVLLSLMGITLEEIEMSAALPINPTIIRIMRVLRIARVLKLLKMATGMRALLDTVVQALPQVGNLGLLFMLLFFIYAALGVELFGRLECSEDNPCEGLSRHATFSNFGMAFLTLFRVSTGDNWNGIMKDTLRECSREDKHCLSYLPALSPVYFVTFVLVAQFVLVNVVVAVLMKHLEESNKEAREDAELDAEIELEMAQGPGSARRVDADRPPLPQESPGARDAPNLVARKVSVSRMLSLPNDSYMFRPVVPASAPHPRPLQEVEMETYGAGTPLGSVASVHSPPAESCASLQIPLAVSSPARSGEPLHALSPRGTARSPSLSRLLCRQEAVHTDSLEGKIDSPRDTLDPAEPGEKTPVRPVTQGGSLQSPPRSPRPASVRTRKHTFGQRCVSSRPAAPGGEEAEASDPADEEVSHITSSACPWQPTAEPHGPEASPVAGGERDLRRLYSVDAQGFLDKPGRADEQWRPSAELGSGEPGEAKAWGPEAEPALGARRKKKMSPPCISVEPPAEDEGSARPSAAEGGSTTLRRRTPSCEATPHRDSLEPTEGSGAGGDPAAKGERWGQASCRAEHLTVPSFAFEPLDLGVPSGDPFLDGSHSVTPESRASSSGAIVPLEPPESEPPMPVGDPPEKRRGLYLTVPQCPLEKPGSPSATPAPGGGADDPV
* = called active by the depositor.

Preview (17 entries):
SMILES	Cav32 inh
O=C(Nc1ccc2c(c1)N(Cc1ccccc1)C(=O)c1ccccc1S2)NC1CC1	-0.77
COc1ccc(-c2nnc(SCCC(=O)O)n2C)cc1OC	0.28
CCCC(C)C(=O)N(Cc1ccccc1)c1ccccn1 (stereo not given)	0.56
CCOC(=O)c1cnn(-c2ccccc2)c1-n1cccc1C(=O)C(=O)Nc1ccccc1C(F)(F)F	-2.5
Cc1ccc(CCNC(=O)CCNS(=O)(=O)c2ccc3c(c2)oc(=O)n3C)cc1	-0.086
CCN(CC)C(=O)N1CCC(NC(=O)Cc2ccccc2)CC1	1.1
c1ccc(Cn2c(-c3cncs3)nc3ccccc32)cc1	-1.4
C=CCNC(=O)c1onc(CSc2ccccc2)c1C(=O)O	1.4
CS(=O)(=O)N(Cc1ccc(C(=O)NC2CCCCC2O)cc1)c1ccccc1 (stereo not given)	1.1
Fc1ccc(-n2cnnn2)c(F)c1	0.31
CCOc1ccc(-n2nnnc2SCC(=O)N2CCOCC2)cc1	0.49
Cc1nnc(SCC(=O)Nc2ccc(S(=O)(=O)N3CCCCC3)cc2)s1	0.4
CC(NC(=O)c1cccnc1)C(=O)N1CCCCC1 (stereo not given)	-0.016
CCn1c(O)c(C=Nc2ccccc2)n(-c2ccccc2)c1=S	-0.065
O=C(NCc1ccccc1)c1onc(CSc2ccccc2)c1C(=O)NCc1ccccc1	-1.9
CCCOc1ccc(C(=O)CCC(=O)OCC(=O)N2CC(=O)Nc3ccccc32)cc1	-0.12
CC(C)(C)n1nnnc1C(c1ccc(Cl)cc1)N(Cc1cccnc1)Cc1ccco1 (stereo not given)	-9.5*

All compounds of this part, repeating the preview:
SMILES	Cav32 inh
O=C(Nc1ccc2c(c1)N(Cc1ccccc1)C(=O)c1ccccc1S2)NC1CC1	-0.77
COc1ccc(-c2nnc(SCCC(=O)O)n2C)cc1OC	0.28
CCCC(C)C(=O)N(Cc1ccccc1)c1ccccn1 (stereo not given)	0.56
CCOC(=O)c1cnn(-c2ccccc2)c1-n1cccc1C(=O)C(=O)Nc1ccccc1C(F)(F)F	-2.5
Cc1ccc(CCNC(=O)CCNS(=O)(=O)c2ccc3c(c2)oc(=O)n3C)cc1	-0.086
CCN(CC)C(=O)N1CCC(NC(=O)Cc2ccccc2)CC1	1.1
c1ccc(Cn2c(-c3cncs3)nc3ccccc32)cc1	-1.4
C=CCNC(=O)c1onc(CSc2ccccc2)c1C(=O)O	1.4
CS(=O)(=O)N(Cc1ccc(C(=O)NC2CCCCC2O)cc1)c1ccccc1 (stereo not given)	1.1
Fc1ccc(-n2cnnn2)c(F)c1	0.31
CCOc1ccc(-n2nnnc2SCC(=O)N2CCOCC2)cc1	0.49
Cc1nnc(SCC(=O)Nc2ccc(S(=O)(=O)N3CCCCC3)cc2)s1	0.4
CC(NC(=O)c1cccnc1)C(=O)N1CCCCC1 (stereo not given)	-0.016
CCn1c(O)c(C=Nc2ccccc2)n(-c2ccccc2)c1=S	-0.065
O=C(NCc1ccccc1)c1onc(CSc2ccccc2)c1C(=O)NCc1ccccc1	-1.9
CCCOc1ccc(C(=O)CCC(=O)OCC(=O)N2CC(=O)Nc3ccccc32)cc1	-0.12
CC(C)(C)n1nnnc1C(c1ccc(Cl)cc1)N(Cc1cccnc1)Cc1ccco1 (stereo not given)	-9.5*
Cc1cc(C)n(CC(O)Cn2cnc3c2c(=O)n(C)c(=O)n3C)n1 (stereo not given)	-0.21
CCOC(=O)COc1ccc(CCNC(C)=O)cc1	0.22
CCCOC(=O)Nc1cccc(C(C)=O)c1	1.1
COC(=O)CSc1nnc(-c2ccc(S(=O)(=O)NCc3ccccc3Cl)cc2)o1	0.39
CC(=O)OCCN(CCOC(C)=O)c1c(C)[nH]c(=O)[nH]c1=O	0.46
CCOC(=O)c1cnn(-c2nc(-c3ccccc3)nc3c2COC(C)(C)C3)c1N	0.95
CCOC(=O)N1CCC(NC(=O)c2cc(C(=O)Nc3ccc(OCC)cc3)ccc2CO)CC1	0.84
COc1cccc(-c2[nH]nc3c2C(c2ccoc2)C(C#N)=C(N)O3)c1 (stereo not given)	0.08
CN1C[N+]([O-])=C(c2ccccc2)C1(C)C	0.099
Cc1ccccc1N(C(=O)Cc1cccs1)C(C(=O)NCC1CCCO1)c1cccnc1 (stereo not given)	-0.018
O=C(Cc1c(F)cccc1Cl)N1CCCC1	-0.29
CC1CCCCN1C(=O)C12CCC(C)(/C(=N/O)C1)C2(C)C (stereo not given)	0.21
Cc1[nH]nc2ncc(C(=O)c3cc(F)ccc3O)cc12	0.035
NC(=O)CC(NC(=O)c1ccccc1)c1ccc(NC2CCC2)c([N+](=O)[O-])c1 (stereo not given)	0.027
CCCN(CCC)C(=O)CC(c1ccccc1)c1ccc(C)cc1O (stereo not given)	-5.7*
CCOc1ccccc1OCC(=O)OCC(=O)Nc1ncc(Cl)cc1Cl	-1.1
O=[N+]([O-])c1cc(Br)c(O)c(/C=N/Nc2nnnn2-c2cccc3ccccc23)c1	-9.3*
COc1ccc(-n2cnnc2SCC(=O)Nc2cc(C(C)(C)C)nn2-c2ccccc2)cc1	-0.41
C/C(Cn1cnc([N+](=O)[O-])n1)=N\NC(=O)c1ccccc1	-0.16
COCCNC(=O)c1onc(CSc2ccccc2F)c1C(=O)O	-0.11
CC1(C)Cc2nc3sc4c(SCC(=O)NCc5ccccc5)ncnc4c3cc2CO1	-0.11
CCOCCOCCC(C(=O)O)P(=O)(c1ccccc1)c1ccccc1 (stereo not given)	0.37
CCOc1ccc(Cl)cc1CNCCNCC(C)O (stereo not given)	0.48
CCN(CC)C(=O)CSc1nc2ccccc2c(=O)n1CCC(=O)NCc1ccc(F)cc1	-0.66
Cc1ccc(-c2cc(-c3cccc(F)c3)n[nH]2)c(O)c1	0.017
CCS(=O)(=O)Nc1ccc(C(=O)OC)cc1	0.045
CCOc1ccc2nc(NCCNC(=O)C3CC3)c(C)cc2c1	0.49
Cc1onc(-c2ccccc2)c1C(=O)NCCc1ccc(Cl)cc1	-0.46
O=C(NCC12CC3CC(CC(C3)C1)C2)c1nn2cccnc2c1Cl	0.44
FC(F)(F)c1cc(Sc2ccccc2)nc(-c2ccccn2)n1	-2.2
CCN(CC)C(=O)CSc1nc2ccccc2o1	-0.014
COCC(O)CSc1nc(C)[nH]c1[N+](=O)[O-] (stereo not given)	1.3
O=C(NCCN1CCOCC1)c1nn2c(c1Cl)NC(c1ccccc1)CC2C(F)(F)F (stereo not given)	0.36

Some values from above:
For Cav32 inh, Cc1onc(-c2ccccc2)c1C(=O)NCCc1ccc(Cl)cc1 is entered as -0.46
For Cav32 inh, CCN(CC)C(=O)CSc1nc2ccccc2c(=O)n1CCC(=O)NCc1ccc(F)cc1 is entered as -0.66

Further compounds follow.
SMILES	Cav32 inh
O=C(COC(=O)[C@H](Cc1ccccc1)N1C(=O)c2ccccc2C1=O)Nc1ccc2c(c1)OCO2	-4.3
COc1ccc(Cl)cc1NC(=O)CSc1nnc(COc2ccccc2)n1C	-1.8
Cc1nc(NC(=O)c2oc3ccccc3c2C)sc1C(=O)N(C)C	-2.7
CC(C)(C)OC(=O)NCCc1nnc(SCC(N)=O)o1	0.34
O=C(Nc1ccc2c(c1)OCCO2)c1ccc(S(=O)(=O)N2CCCCC2)cc1	-0.7
Cc1noc(C)c1COC(=O)CCc1nc2ccccc2c(=O)[nH]1	-0.55
Cc1c(NC(=O)CSc2nc3ccccc3[nH]2)c(=O)n(-c2ccccc2)n1C	1
Cc1cc(N2CCN(c3ccccc3F)CC2)nc2cc(O)ccc12	-1.5
Cc1ccc(NC(=O)c2cc(S(=O)(=O)N3CCOCC3)ccc2F)c(C)c1	0.16
CCOC(=O)c1cnn2c(N)c(C#N)nnc12	-0.19
CN1/C(=C\C=Nc2ccccc2)C(C)(C)c2ccccc21	-0.83
CCOC(=O)c1[nH]c(=O)c2ccccc2c1O	0.089
Cc1cc(C)c2c(=O)[nH]c(SCC(=O)Nc3ccccc3)nc2n1	1
CCOC(=O)c1ccc(NC(=O)Nc2ccc(F)cc2)cc1	-0.083
Cc1ccc(C(=O)N/C(=C\c2ccc([N+](=O)[O-])cc2)C(=O)NCCc2ccccc2)cc1	0.2
CCO[C@H]1OC(C(=O)NC2CC2)=C[C@@H](c2ccc3c(c2)OCO3)[C@@H]1CCCO	0.84
COCCn1c(Cc2ccccc2)nnc1SCC(=O)NC(C)C	-0.41
O=S(=O)(c1cccc(S(=O)(=O)N2CCCC2)c1)c1cccc(S(=O)(=O)N2CCCC2)c1	-0.11
O=C(CN1C(=O)COc2ccccc21)N1CCc2ccccc2C1	0.58
Cc1c(C(c2ccc([N+](=O)[O-])cc2)c2c(C)n(C)n(-c3ccccc3)c2=O)c(=O)n(-c2ccccc2)n1C	0.86
CCCc1cc2c(=O)c(-c3ccccn3)coc2cc1OC	-0.71
COCCN1C(=O)C(O)=C(C(=O)c2ccco2)C1c1cccc(Oc2ccccc2)c1 (stereo not given)	-3.8*
N=c1sccn1CC(=O)Nc1cc(Cl)ccc1Oc1ccccc1	-4.2
Cc1cc(C)n2nc(SCC3COc4ccccc4O3)nc2n1 (stereo not given)	-0.56
Cc1sc(NC(=O)C2CCCO2)c(C(N)=O)c1C (stereo not given)	-0.48
CCOC(=O)CC(NC(=O)c1ccco1)c1ccc(OC)cc1 (stereo not given)	0.036
O=C(NCc1ccc2c(c1)OCO2)C1CCC(CNS(=O)(=O)c2ccccc2)CC1 (stereo not given)	-3.8*
CC(NC(=O)c1ccc(F)cc1)C(c1cccs1)N1CCN(C)CC1 (stereo not given)	0.9
O=C(NC1CCCCCC1)C1CCCN(S(=O)(=O)c2cnc[nH]2)C1 (stereo not given)	0.34
COc1ccc(N/C=C2\CCOC2=O)cc1	0.45
COC(=O)c1cn(CCOc2ccccc2F)c2ccccc12	-0.92
CSc1nc2c(c(=O)[nH]1)C(c1ccncc1)C(C(=O)OC(C)C)=C(C)N2 (stereo not given)	0.42
CC(=O)c1cccc(NC(=O)CCOc2ccccc2)c1	-0.36
COC(=O)COc1ccc(C2NC(=O)NC(c3ccccc3)=C2C(C)=O)cc1OC (stereo not given)	0.54
Cc1cccc(OCC(=O)OCC(=O)c2c(N)n(C)c(=O)n(C)c2=O)c1C	0.31
CC(C)NC(=O)C1CC(=O)N(c2ccc(F)c(Cl)c2)C1 (stereo not given)	2.8
O=C(c1ccc2c(c1)OCO2)N1CCC2(CC1)Oc1ccc(F)cc1C(=O)C21CC(c2ccc(Cl)cc2)=NO1 (stereo not given)	0.081
CCOC(=O)c1cnc(Nc2nc3ccccc3o2)nc1CSc1ncccn1	0.49
O=C1CCCC/C1=C\Nc1ccc(O)cc1	-0.37
C=CCSc1nnc(NC(=O)c2ccc(S(=O)(=O)NCC3CCCO3)cc2)s1 (stereo not given)	-1.5
COC(=O)C1=C(C(=O)OC)SC(=C2C(=S)C(C)(C)N(C(=O)CC(C)C)c3ccccc32)S1	-4.2
COC(C[C@@H](O)C[C@H](O)[C@H](C)OCc1ccccc1)OC	1.1
O=C1C2C3C=CC(CO)(O3)C2C(=O)N1c1ccc(-c2ccccc2)cc1 (stereo not given)	1.7
COC(=O)c1cc(C(=O)OC)cc(N2C(=O)CN=C2Nc2nc(C)cc(C)n2)c1	-0.15
CC(C)CCNc1cc(=O)n(C)c(=O)n1C	0.084
Cc1cc2c(c(N)n1)c(=O)oc1ccccc12	-0.4
COCCCNC(=O)c1ccc(N(C)S(=O)(=O)c2ccc(OC)cc2)cc1	-0.018
O=C(c1ccc(NS(=O)(=O)c2ccccc2)cc1)N1CCCC1	-0.34
O=C(Nc1nc(NC(=O)c2ccco2)n(-c2ccccc2)n1)c1ccccc1	-1.6
O=C(Cc1c(C(=O)O)[nH]c2ccccc12)Nc1ccc2c(c1)OCO2	-0.67
Next records:
SMILES	Cav32 inh
O=C(Nc1nnc(C2CCCC2)s1)C1CCN(S(=O)(=O)c2ccc(Cl)cc2)CC1	-0.083
CCCCCCCCCNC(=O)[C@H](NC(=O)COc1ccccc1)[C@@H]1NC(C(=O)OC)C(C)(C)S1 (stereo not given in full)	-3
CC12CCCCC1(O)[N+](=O)C1=C(CCCC1)N2[O-] (stereo not given)	0.054
CC(C)NC(=O)CSc1nnc2sc3ccccc3n12	0.097
O=C(NCCN1CCOCC1)N1c2ccccc2Sc2ccccc21	-0.17
CCOc1ccccc1C(=O)NCC(=O)OCC(=O)N1C(C)CCCC1C (stereo not given)	0.56
CCOC(=O)CNc1c(-c2ccc(OC)cc2)nc2ccc(Cl)cn12	-1.1
COCCNC(=O)c1cc(-c2ccccc2OC)on1	-1.3
O=C(CC(c1ccccc1)C1CCCCC1=O)c1ccco1 (stereo not given)	0.022
CC(C)(C)C1CCc2c(sc(N)c2C(N)=O)C1 (stereo not given)	-0.71
CC(=O)OCCNC(=O)Cn1cnc2c1c(=O)n(C)c(=O)n2C	1.6
Cc1ccc2oc(-c3ccccc3C(=O)O)cc(=O)c2c1	-0.0042
CCC(=O)Nc1ccc(S(=O)(=O)Nc2cc(C)on2)cc1	1.4
COc1ccc(OC)c(C2CC(=O)C(C)C(c3cc(OC)ccc3OC)N2)c1 (stereo not given)	1.2
COCCn1nc2cc(C(=O)NCc3cc(C(F)(F)F)cc(C(F)(F)F)c3)ccc2c1OC	-0.36
CNc1nc(OCC(F)(F)F)nc(N2CCOCC2)n1	0.27
CCc1nnc(NC(=O)c2ccc(S(=O)(=O)NCC(C)C)cc2)s1	-0.16
CN1CCCN(C(=O)Cc2c(Cl)cccc2Cl)c2nc3ccccc3nc21	-3.5
Cc1cc(C)cc(N=c2c([N+](=O)[O-])nn(-c3cccc(Cl)c3)n2O)c1	-0.82
Cc1ccc(-c2[nH]c3ccccc3c2SCCNC(=O)c2ccc(S(=O)(=O)N3CCOCC3)cc2)cc1	-0.72
COCCCNC(=O)CN(C1CCCCC1)S(=O)(=O)c1ccc(C)cc1	0.15
O=c1cc(CO)oc(C(Nc2ccccn2)c2ccc(C(F)(F)F)cc2)c1O (stereo not given)	-3.4
COc1cccc(C(=O)Nc2ccc(-c3nnc(-c4ccco4)o3)cc2)c1	-1.4
O=S(=O)(NC1CCCCC1NCc1ccco1)c1ccccc1 (stereo not given)	0.00093
CCC(=O)NC(c1ccccc1OC)c1ccc2cccnc2c1O (stereo not given)	-0.22
COc1ccc(NC(C)=O)cc1NC(=O)CSc1nnc(-c2ccncc2)n1C	-0.82

A portion of the library; rates above refer to the full screens.
